# BRCA1 expr act: activators of BRCA1 expression. MCF7-BRCA1-FFLuc reporter, luminescence, 48 h; response scale: scaled: vehicle 0%, 10 µM genistein 100%. Potency, µM (top dose mostly 46.1 µM), inactives show top-dose activation, most hits filed as activators. hit rate 1.1% among 380,000; also: potency is read from the fitted curve at half-maximal effect; nearly all actives have a fitted effect of over 80% in size; some results filed as inactive show a strong effect at the top dose
#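 48 h compound treatment of MCF7-BRCA1-FFLuc cells (phenol-red free MEM, 37 °C), then 15 min with luciferase substrate and luminescence imaging.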
# ELG1 repair inh: blocks ELG1-dependent DNA repair in HEK293T cells | HEK293T ELG1-luciferase reporter, luminescence, 16 h; DNA damage induced by 5-fluorouridine | Potency, µM (series often up to 46.1 µM), for the others: at the top dose activity change, negative = inhibition, actives largely listed as inhibitors | hit rate 2.3% among 330,000; also: potency is read from the fitted curve at half-maximal effect; % is scaled to controls: 0 for no effect and ±100 for the full control effect; nearly all actives have a fitted effect of over 55% in size
#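 In this reporter screen, reduction of luminescence relative to DMSO vehicle indicated activity. Compounds and 5-fluorouridine were added together to 2,000 cells per well, incubated for 16 hr at 37 °C, then developed with ONE-Glo.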
# Rab9 prom act: activates the Rab9 promoter | Huh7 Rab9 promoter-luciferase reporter, luminescence, 24 h | Potency, µM (top dose mostly 9.22 µM), for the others: at the highest dose activation, negative = inhibition, most hits filed as activators | hit rate 2.8% among 320,000; also: potency is read from the fitted curve at half-maximal effect; % of control where 0% means no effect; nearly all actives have a fitted effect of over 60% in size
#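 Steps: seed 1500 Huh7 Rab9-luc cells per well, rest 2 h at 37 °C; add compound in DMSO; incubate 24 h; add luciferase reagent, 10 min ambient; read luminescence.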
# VP16 counter: counter-screen for ROR gamma inhibitors: Gal4-VP16 reporter | Drosophila S2 Gal4-VP16 UAS-luciferase, luminescence, 20 h | Potency, µM (top dose mostly 53.6 µM), for inactives: at the top dose activity, negative = inhibition, actives largely listed as inhibitors | hit rate 3.5% among 310,000 | AID 2546;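 also: Gal4-VP16 expression switched on by copper sulfate through the metallothionein promoter; potency is read from the fitted curve at half-maximal effect; % is scaled to controls: 0 for no effect and ±100 for the full control effect; nearly all actives have a fitted effect of over 50% in size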
# NPC1 promoter act: activates the NPC1 promoter | Huh7 NPC1 promoter luciferase reporter, 24 h | Potency, µM (titrated, usually from 9.22 µM), for inactives: at the highest dose activation, usual class: activators | hit rate 2.4% among 320,000;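 also: potency is read from the fitted curve at half-maximal effect; % of control where 0% means no effect; nearly all actives have a fitted effect of over 60% in size; reporter is driven by a mutant NPC1 promoter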
#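 Readout is luciferase luminescence, reflecting NPC1 promoter activation in stably transfected Huh7 cells after 24 h compound exposure at 37 °C in reduced-serum medium with 10% FBS.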
# ELG1 genotoxic: induces genotoxicity in HEK293T cells with luciferase-tagged ELG1. HEK293T ELG1-luciferase reporter, luminescence, 16 h. Potency, µM (top dose mostly 46 µM), for the others: at the highest dose activity change, positive = activation, hits mostly activators. hit rate 1.3% among 330,000. AID 504466; also: potency is read from the fitted curve at half-maximal effect; % of control where 0% means no effect; nearly all actives have a fitted effect of over 60% in size
#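 HEK293T cells expressing luciferase-tagged ELG1 were exposed to compound or DMSO vehicle for 16 hr at 37 °C and 5% CO2. Luciferase activity was then measured with ONE-Glo after 30 min at room temperature.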
# p53 reactivation: re-activators of mutant p53. hit rate 0.063% among 320,000. Potency, µM (titrated, usually from 92.2 µM), for the others: top-dose activity change, positive = activation, hits mostly activators. H1299 p53-A138V BP100-luciferase reporter, luminescence, 24 h; also: potency is read from the fitted curve at half-maximal effect; % of control where 0% means no effect; nearly all actives have a fitted effect of over 45% in size
#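 p53-null H1299 cells stably carrying temperature-sensitive p53-A138V and a BP100-luciferase reporter were pinned with compounds (4-point, 1:5 series) and held 24 hrs at 37 deg C. Luminescence was read 10 min after detection reagent.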
# RORgamma inh: inhibitors of mouse ROR gamma transcriptional activity; Potency, µM (doses to about 53.6 µM), without a hit: at the top dose activity change, negative = inhibition, usual class: inhibitors; hit rate 5.4% among 310,000; P51450; Drosophila S2 Gal4-RORgamma UAS-luciferase reporter, 20 h; AID 2551; also: potency is read from the fitted curve at half-maximal effect; % is scaled to controls: 0 for no effect and ±100 for the full control effect; nearly all actives have a fitted effect of over 60% in size
# Target sequence (P51450 whole entry, looked up, the tested form may be a part): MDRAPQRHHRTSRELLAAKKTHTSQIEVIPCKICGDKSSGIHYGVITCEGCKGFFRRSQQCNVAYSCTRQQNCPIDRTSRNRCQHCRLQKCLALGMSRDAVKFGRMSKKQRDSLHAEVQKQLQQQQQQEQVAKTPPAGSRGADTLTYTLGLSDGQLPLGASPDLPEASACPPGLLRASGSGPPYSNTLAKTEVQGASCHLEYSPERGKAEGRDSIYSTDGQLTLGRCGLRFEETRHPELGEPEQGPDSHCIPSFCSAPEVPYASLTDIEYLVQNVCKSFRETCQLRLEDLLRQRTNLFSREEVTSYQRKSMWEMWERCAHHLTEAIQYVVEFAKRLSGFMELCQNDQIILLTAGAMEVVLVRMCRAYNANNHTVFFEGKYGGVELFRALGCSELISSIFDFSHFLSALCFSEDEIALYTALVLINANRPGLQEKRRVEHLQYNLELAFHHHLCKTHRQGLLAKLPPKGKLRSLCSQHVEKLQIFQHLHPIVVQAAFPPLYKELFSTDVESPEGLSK
#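 Stably transfected Drosophila Schneider cells are the test system, with ROR gamma fused to Gal4 and luciferase under UAS control; luminescence is read after 20 hr of 700 uM copper sulfate induction at ambient temperature.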
# TRPV1 agonist: agonists of human vanilloid receptor 1 (TRPV1); Q8NER1; TRPV1-expressing cells, Fluo-8 calcium influx, agonist mode; activation, % at 8.33 µM; hit rate 0.19% among 320,000; AID 540275; in the data active = activation above about 80%; inconclusive = between about 30% and that limit; also: 0% is about no effect
#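 Cells expressing TRPV1 were dye-loaded with Fluo-8 and read kinetically: 10 s baseline, 3 min after compound (agonist portion), then 2 min after EC20 capsaicin (allosteric enhancer portion). Calcium-bound dye fluorescence at 480/520 nm.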
# FLuc counter: inhibits or activates purified firefly luciferase, miR-21 counter-screen | hit rate 6.9% among 360,000 | P08659 | Potency, µM (highest dose often 57.5 µM), for inactives: at the highest dose activity change, negative = inhibition, actives largely listed as inhibitors | purified FLuc, Km substrates, luminescence inhibition;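 also: potency is read from the fitted curve at half-maximal effect; plate controls were vehicle for no effect and reference inhibitor for full effect; nearly all actives have a fitted effect of over 55% in size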
# Target sequence (P08659 whole entry, looked up): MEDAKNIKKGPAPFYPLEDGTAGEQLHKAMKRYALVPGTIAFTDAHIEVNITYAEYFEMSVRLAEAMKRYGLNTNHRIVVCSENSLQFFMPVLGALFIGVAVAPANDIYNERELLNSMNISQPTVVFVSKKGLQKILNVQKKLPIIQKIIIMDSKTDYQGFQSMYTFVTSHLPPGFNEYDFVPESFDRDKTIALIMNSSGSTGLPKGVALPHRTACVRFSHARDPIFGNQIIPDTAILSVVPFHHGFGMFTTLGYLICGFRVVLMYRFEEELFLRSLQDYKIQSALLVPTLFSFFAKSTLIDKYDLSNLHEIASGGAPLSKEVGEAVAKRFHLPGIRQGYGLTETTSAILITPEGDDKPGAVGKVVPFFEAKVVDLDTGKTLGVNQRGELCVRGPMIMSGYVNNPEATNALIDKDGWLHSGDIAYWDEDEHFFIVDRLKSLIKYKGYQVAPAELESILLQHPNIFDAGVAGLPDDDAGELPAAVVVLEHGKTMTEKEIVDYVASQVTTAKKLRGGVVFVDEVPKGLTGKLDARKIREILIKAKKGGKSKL
#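 Purified P. pyralis luciferase, 10 nM final, with Km-level 10 uM D-luciferin and 10 uM ATP in 50 mM Tris acetate pH 7.5, 10 mM Mg acetate, 0.01% Tween-20, 0.05% BSA; 6-point qHTS titration about 60 µM downward; luminescence read.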
# Tb PFK block: inhibitors of T. brucei phosphofructokinase; O15648; T. brucei PFK, ADP-Glo luminescence; Potency, µM (highest dose often 57.5 µM), without a hit: top-dose activity, negative = inhibition, actives largely listed as inhibitors; hit rate 0.17% among 330,000;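 also: potency is read from the fitted curve at half-maximal effect; 0% = uninhibited 1x PFK enzyme wells and -100% = no-enzyme wells; nearly all actives have a fitted effect of over 60% in size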
#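 1.25 nM PFK with 0.5 mM F6P and 0.1 mM ATP in 0.1 M TEA pH 8.0, 5 mM MgCl2, incubated 45 min at room temperature; ADP measured by ADP-Glo luminescence; compounds titrated up to 57 uM.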
# Active calls of the source: *; ? = inconclusive; . = not tested or not shown; [ ] = remark or other dose. Unless noted, calls follow the shape of the dose curve; as a rule, active = well fitted curve in the direction sought with a large enough effect; inconclusive = small, poorly fitted or top-dose-only effect, or another doubt; inactive = no such curve, though single readings can be large; an effect the other way counts as inactive or inconclusive. Outcome played no part in choosing rows, and some 15% of all compounds hit somewhere here.
SMILES,BRCA1 expr act,ELG1 repair inh,Rab9 prom act,VP16 counter,NPC1 promoter act,ELG1 genotoxic,p53 reactivation,RORgamma inh,TRPV1 agonist,FLuc counter,Tb PFK block
CCCOc1ccc(C(=O)CCC(=O)OCC(=O)Nc2ccc(OCC)cc2)cc1,.,0.9%,-0.1%,2.0%,-2.2%,3.1%,2.9%,-32.7%,12.5,-3.2%,2.6%
C[C@]12CC[C@@H]3c4ccc(O)cc4C(=O)C[C@H]3[C@@H]1CC[C@@H]2O,-0.3%,.,-0.3%,10.0%,-0.2%,.,.,-19.0%,-1.4,-11.8%,-6.9%
COc1cc(NC(=O)CSc2ccc(-c3cccnc3)nn2)cc(OC)c1,-14.7%,?,2.9%,-0.5%,-3.5%,-5.3%,-9.0%,13.3%,17.6,-1.2%,0.3%
CN(C)C(=N)c1n[nH]nc1SCc1ccccc1,-10.7%,-10.2%,-5.0%,0.3%,-2.9%,-1.1%,-2.3%,-0.2%,-4.5,4.1%,-0.1%
COc1ccc(-n2nc(C(=O)NCC(=O)N3CCN(c4ccccn4)CC3)c3ccccc3c2=O)cc1,73.4%,?,?,?,?,1.6%,?,-27.3%,-6.1,1.2µM*,-11.8%
Cc1cc(C(=O)N(CCC#N)Cc2cccs2)no1,-11.0%,-9.1%,13.9%,3.4%,0.3%,0.2%,-2.3%,7.4%,.,-0.6%,-1.2%
O=C(NCC(=O)N(Cc1ccccc1)C(C(=O)NC1CCCC1)c1ccncc1)c1ccco1 (stereo not given),3.9%,-9.5%,-0.2%,-5.7%,0.6%,-0.8%,8.8%,?,3.2,-5.0%,0.5%
CCOc1ccc(S(=O)(=O)N(CC(=O)NCc2cccnc2)c2ccc(F)cc2)cc1,-34.6%,?,0.9%,-12.4%,0.1%,-22.2%,-5.0%,-4.9%,0.5,3.1%,0.8%
Cc1onc(-c2ccc(Cl)cc2)c1-c1ccnn1S(=O)(=O)c1cccc(C(F)(F)F)c1,1.7%,-12.3%,0.6%,4.9%,-1.4%,-5.0%,4.7%,?,16.7,0.6%,-11.5%
CCCCc1ccc(NC(=O)CSc2nc(=O)n(CCN(CC)CC)c3c2CCC3)cc1,-60.4%,-17.2%,-2.6%,.,0.3%,-60.5%[inhibitor],?,.,-1.0,-3.2%,-11.5%
CCOc1ccc(/C=C(\C#N)C(=O)Nc2cccnc2)cc1,-8.8%,-4.8%,-2.4%,5.4%,-0.1%,1.4%,-1.0%,-6.4%,1.4,-0.2%,-0.8%
COc1cccc(CN(C)C(=O)c2ccccc2Sc2ccccc2C#N)c1OC,0.8%,?,0.447µM*,-16.9%,0.316µM*,11.8%,-19.0%,14.9%,0.0,8.49µM*,0.1%
CN(C(=O)c1ccc(OC2CCN(CCc3ccccc3)CC2)cc1)C1CCOCC1,-3.1%,7.6%,1.0%,4.1%,-0.5%,-0.4%,-2.8%,0.0%,-0.2,-0.9%,-0.4%
COC(=O)c1[nH]c2cc(OC)ccc2c1NC(=O)CN1CCOCC1,.,-22.6%,0.3%,6.7%,0.6%,-0.5%,-11.3%,?,?,-1.6%,-6.8%
O=C(c1nc2ccc(Cl)cn2c1CN1CCCC(CO)C1)N1CCc2ccccc2C1 (stereo not given),-5.6%,5.1%,10.8%,8.0%,-2.2%,-1.5%,-0.3%,0.4%,1.4,3.0%,1.0%
CCOc1cc(N2CCOCC2)c(OCC)cc1NC(=O)c1nn(CC)c(=O)c2ccccc12,-28.7%,2.31µM*,-8.1%,.,-3.4%,-6.5%,-4.3%,.,0.4,-2.1%,-1.6%
COc1ccc(N(C(=O)COc2ccc(F)cc2)S(=O)(=O)c2ccc(C)cc2)cc1,-6.3%,3.5%,6.5%,-15.5%,-1.6%,-2.5%,4.3%,32.8%,3.6,-1.3%,-0.6%
CC(C)Cn1c(CN2CCN(C(=O)c3ccco3)CC2)nc2c1c(=O)n(C)c(=O)n2C,-0.4%,-0.8%,-2.8%,-12.6%,1.5%,-3.4%,-6.1%,-20.1%,0.7,1.4%,2.3%
Cc1ccc(C(=O)Nc2c(-c3cccs3)c(=O)c3ccccc3n2C)cc1,3.3%,-19.2%,-6.0%,4.4%,-0.4%,10.4%,-7.0%,-12.8%,-0.9,0.8%,0.1%
Cc1cc(Cl)ccc1OC(C)C(=O)Nc1ccc([N+](=O)[O-])cn1 (stereo not given),-10.5%,-9.9%,-3.2%,-17.5%,-0.9%,2.6%,8.7%,?,7.3,1.9%,1.8%
CC1(c2ccccc2)NC(=O)N(CC(=O)N2CC(=O)Nc3ccccc32)C1=O (stereo not given),-12.2%,24.4%,.,.,.,0.7%,0.6%,.,.,.,-6.6%
COc1ccc(S(=O)(=O)N2CCN(Cc3ccccc3)CC2)c(C)c1,-22.3%,-13.3%,-5.2%,5.2%,-1.7%,-2.1%,-4.6%,8.3%,-1.4,3.2%,0.7%
CCOC(=O)/C(=N\Nc1ccc(Br)cc1)N1CC(C)OC(C)C1 (stereo not given),-0.8%,-2.4%,1.3%,2.3%,5.7%,2.5%,-2.2%,2.4%,0.0,0.3%,0.2%
CCOC(=O)C1CCN(c2ncnc3c(C)csc23)CC1,64.5%,?,?,-15.0%,24.6%,?,7.5%,-1.7%,-1.2,10.7µM*,-4.3%
CC(C)c1ccc(C2CC(=O)N3CN(Cc4ccco4)CSC3=C2C#N)cc1 (stereo not given),-10.4%,-8.8%,12.0%,2.2%,-2.2%,-3.0%,-1.6%,-41.7%,15.1,-11.0%,4.7%
CC(C)(C)c1nc(Sc2ccc([N+](=O)[O-])cn2)n[nH]1,-20.6%,?,0.7%,-17.2%,?,-1.7%,13.6%,-9.1%,3.6,0.2%,-5.8%
COc1ccc(C2N(c3cccc(Cl)c3)C(=O)C3CCCN32)cc1 (stereo not given),0.0%,?,-6.5%,-0.4%,1.6%,1.7%,4.3%,0.7%,.,0.7%,1.6%
O=C(O)C1=C[C@H](c2cccs2)C[C@H](OCc2ccc(CO)cc2)O1,10.5%,16.2%,4.7%,10.2%,-0.6%,5.1%,5.0%,-32.9%,0.3,2.2%,0.3%
CCC1CCCCN1C(=O)CSc1nc(C)cc(C)n1 (stereo not given),3.2%,5.3%,-21.1%,17.4%,-0.4%,0.7%,1.6%,0.3%,-0.6,5.2%,-6.5%
COc1ccc(CCNS(=O)(=O)c2ccc3oc(C(=O)O)c(C)c3c2)cc1OC,5.8%,6.2%,0.3%,-5.8%,-7.1%,-0.7%,-4.9%,9.8%,0.4,1.5%,?
CC(C)CN(C(=O)COC(=O)c1cccnc1Cl)c1c(N)n(Cc2ccccc2)c(=O)[nH]c1=O,-24.1%,0.3%,-0.5%,.,-2.9%,1.9%,-5.4%,.,3.7,5.4%,-6.5%
CCOC(=O)Cn1c(C)c(Br)c(COC)c(C#N)c1=O,6.0%,?,-6.5%,-3.6%,-4.4%,2.2%,1.6%,-11.9%,-1.0,1.0%,-1.1%
COc1ccc(CC(=O)NCCC2=CCCCC2)cc1,0.0%,?,1.5%,-11.7%,0.5%,4.0%,3.9%,3.0%,29.4,-7.1%,-7.2%
CCc1ccc(CN(C)Cc2nc(Cc3cccc(C(F)(F)F)c3)no2)nc1,0.0%,-9.8%,0.7%,?,4.4%,-4.6%,-1.1%,2.24µM*,-6.3,-2.3%,-5.4%
CCOc1ccccc1N(C(C)=O)S(=O)(=O)c1ccc(Cl)cc1,-14.8%,-2.2%,-7.2%,2.1%,-2.6%,-4.7%,-4.5%,19.0%,15.5,-5.5%,-3.2%
O=C(Nc1ccc(Oc2ccccc2)nc1)C1CCN(Cc2ccccc2)CC1,-10.7%,-11.6%,-6.3%,-2.1%,-2.4%,-10.1%,?,3.9%,1.4,-0.8%,2.4%
O=C(NCCCNCCCNC(=O)c1ccc(/C=N/O)nc1)c1ccc(/C=N/O)nc1,2.3%,?,-1.1%,-4.2%,-1.3%,-0.3%,-0.1%,8.1%,-1.8,-0.4%,-5.2%
Cc1oc2c(c(C)cc3oc(=O)c(CC(=O)N[C@H](C(=O)O)C(C)C)c(C)c32)c1C,6.2%,-12.2%,-3.3%,1.6%,-1.6%,0.0%,-5.6%,-1.5%,6.4,0.2%,0.8%
CCOC(=O)CC1C(=O)NCCN1c1nc2ccc(C)cn2c(=O)c1/C=C1\SC(=S)N(C(C)CC)C1=O (stereo not given),.,-32.0%,-14.4%,-2.9%,1.4%,-5.5%,0.6%,1.1%,138.9*,-2.4%,-8.1%
CC(=O)N(CN1C(=O)C2C3C=CC(C3)C2C1=O)c1cccc(Cl)c1 (stereo not given),-1.4%,-5.9%,-0.7%,-3.7%,-6.0%,0.1%,-3.0%,-1.3%,3.4,-5.2%,-0.8%
